TDP1 cell CPT: growth inhibition of DT40 Tdp1-/-;hTDP1 cells with camptothecin (screen for TDP1 inhibitors); Potency, µM (top dose mostly 46.2 µM), for the others: top-dose activity change, negative = growth inhibition, hits mostly inhibitors; AID 686979; chicken DT40 Tdp1-/-;hTDP1 cells + 20 nM CPT, ATP luminescence, 48 h; 12% of 420,000 active; note: nearly all actives have a fitted effect of over 55% in size
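Cell growth measured by CellTiter-Glo luminescence after a minimum 48 h, 37 C compound exposure with 20 nM CPT in Tdp1-knockout DT40 cells stably expressing hTDP1, seeded 400/well; qHTS titration format.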
KAT2A inh: GCN5L2 (KAT2A) acetyltransferase inhibition. AID 504327. GCN5L2 HAT assay, ThioGlo1 CoA-SH fluorescence. Potency, µM (titrated, usually from 58.9 µM), without a hit: at the top dose activity change, negative = inhibition, most hits filed as inhibitors. Q92830. 0.21% of 390,000 active
Target sequence (Q92830 whole entry, looked up): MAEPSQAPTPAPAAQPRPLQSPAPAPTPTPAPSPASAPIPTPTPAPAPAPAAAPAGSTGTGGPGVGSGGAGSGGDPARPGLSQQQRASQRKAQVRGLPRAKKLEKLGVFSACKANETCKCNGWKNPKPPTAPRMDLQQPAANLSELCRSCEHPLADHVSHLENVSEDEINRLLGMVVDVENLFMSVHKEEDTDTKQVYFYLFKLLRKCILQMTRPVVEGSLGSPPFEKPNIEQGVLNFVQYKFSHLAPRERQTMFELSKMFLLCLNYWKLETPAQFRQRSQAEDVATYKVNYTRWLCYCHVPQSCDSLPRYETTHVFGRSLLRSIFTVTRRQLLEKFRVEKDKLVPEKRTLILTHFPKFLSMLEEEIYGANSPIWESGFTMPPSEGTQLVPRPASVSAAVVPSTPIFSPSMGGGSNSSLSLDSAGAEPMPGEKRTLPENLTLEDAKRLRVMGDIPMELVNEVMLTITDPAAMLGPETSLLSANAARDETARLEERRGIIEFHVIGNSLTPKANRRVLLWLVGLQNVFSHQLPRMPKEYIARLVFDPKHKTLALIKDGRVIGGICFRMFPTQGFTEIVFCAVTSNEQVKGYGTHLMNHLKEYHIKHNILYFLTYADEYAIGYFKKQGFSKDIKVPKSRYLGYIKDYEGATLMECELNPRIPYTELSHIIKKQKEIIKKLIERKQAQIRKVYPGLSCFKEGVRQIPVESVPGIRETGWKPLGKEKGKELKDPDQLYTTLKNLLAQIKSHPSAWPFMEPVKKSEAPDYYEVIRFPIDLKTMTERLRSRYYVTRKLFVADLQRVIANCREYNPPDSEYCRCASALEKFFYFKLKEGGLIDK
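Compounds, pin-transferred from DMSO stocks, meet 20nM GCN5L2 for 15 min before the reaction begins with H3(1-25) peptide (75uM) and acetyl-CoA (70uM). Thiol-reactive ThioGlo1 reports CoA release over 20 min at room temperature.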
DT40 TDP1 no CPT: qHTS for Inhibitors of human tyrosyl-DNA phosphodiesterase 1 (TDP1): qHTS in cells in absence of CPT. DT40 Tdp1-/- hTDP1 cells, no CPT, ATP luminescence, 48 h. Potency, µM (highest dose often 46.2 µM), for the others: at the highest dose activity change, negative = growth inhibition, hits mostly inhibitors. 15% of 420,000 active; note: nearly all actives have a fitted effect of over 55% in size
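Readout: luminescence from CellTiter-Glo after 30 min in the dark at RT. Cells: DT40 Tdp1-/- with stable hTDP1, 400/well. Exposure: compounds alone, ≥48 hr, 37 °C.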
The depositor's hits bear a star; ? = inconclusive; nt = not tested or not shown; & = joins results of further samples; [ ] = dose if it differs, or a comment. Calls come from the whole dose curve; as a rule, active = well fitted curve in the direction sought with a large enough effect; inconclusive = small, poorly fitted or top-dose-only effect, or another doubt; inactive = no such curve, though single readings can be large; an effect the other way counts as inactive or inconclusive. % is set by controls: 0 for no effect and ±100 for the full control effect; potency is the fitted concentration of half-maximal effect.

entry	mol	TDP1 cell CPT	KAT2A inh	DT40 TDP1 no CPT
1	COc1ccc(NC(=O)Nc2sc3nc4n(c(=O)c3c2C)CCC(C)CC4)cc1OC (stereo unspecified)	?	-5%	?
2	CC(C)Cc1cc(C(=O)Nc2sc3c(c2C#N)CCCC3)no1	-16%	-8%	-11%
3	Cc1ccc(CNC(=O)CSc2ncccn2)cc1	1%	-8%	-13%
4	COc1ccc(S(=O)(=O)N2CC3CCCN3c3ccc(C(F)(F)F)cc32)cc1 (stereo unspecified)	26µM*	-9%	?
5	Clc1ccc(Nc2ncnc3ccc(Br)cc23)cc1	10µM*	0%	15µM*
6	CN(C)CCNC(=O)c1cc2ccccc2oc1=O	14%	-6%	2%
7	Cc1ccccc1N(C)C(=O)c1noc2c1COc1ccccc1-2	23µM*	-2%	15µM*
8	CCOC(=O)C1CC2=C(CCCC2=O)NC1=O (stereo unspecified)	-14%	nt	-11%
9	CCOc1ccc(CNC(=O)Cn2cc3c(n2)-c2c(oc(C(=O)N4CCCC4)c2C)CC3)cc1	29µM*	-3%	21µM*
10	COc1ccc(OC)c(Nc2ncnc3c2cnn3-c2ccccc2)c1	-26%	-2%	?
11	NC(c1ccccc1)c1cccnc1 (stereo unspecified)	18%	3%	-16%
12	COc1ccc(S(=O)(=O)N2CCCCC2)cc1NC(=O)CNc1ccc(F)cc1C	?	-8%	-28%
13	C=CCn1c(SCC(=O)NC2CC2)nnc1-c1cccc(OC)c1	-23%	0%	4%
14	Cc1cc(N(CN2CCCC2=O)C(=O)c2ccc(OC(C)C)cc2)no1	-26%	1%	-9%
15	CCOC(=O)c1c(C)[nH]c(C(=O)OCC(=O)NCc2ccc(F)cc2)c1C	-19%	-2%	?
16	COCCN(C(=O)CNC(=O)c1ccco1)C(C(=O)NC1CCCCC1)c1cccc(OC)c1 (stereo unspecified)	-3%	-12%	-9%
17	CCC(C)(C)NC(=O)C(c1ccc(OC)cc1)N(CCOC)C(=O)CCC(=O)Nc1nccs1 (stereo unspecified)	-5%	4%	3%
18	CC(C)CC(NC(=O)C(COCc1ccccc1)NC(=O)OC(C)(C)C)C(=O)NN (stereo unspecified)	-15%	-7%	0%
19	Cc1cccc(-c2nc(CN3CCN(C(=O)C4CCCO4)CC3)cs2)c1 (stereo unspecified)	?	-3%	?
20	O=C(NCc1cccc(C(F)(F)F)c1)C1CC(c2cccc(F)c2)=NO1 (stereo unspecified)	-4%	-3%	-4%
21	O=S(=O)(Nc1ccccn1)c1cccs1	13%	-27%	6%
22	CCCc1ccc(C(=O)NC(=O)c2ccccc2O)cc1	2.3µM*	2%	2.9µM*
23	COc1ccccc1CNC(=O)C1(c2cccs2)CCOCC1	-26%	1%	?
24	Cc1nc(N2CCOCC2)c2c(C(=O)NCc3cccc(Cl)c3)c(C)oc2n1	0%	-9%	-2%
25	CCN(CC)S(=O)(=O)c1cc(C)ccc1SC	-12%	0%	?
26	CC(C)(C)c1nn2cnnc2n(/N=C/c2ccc(O)cc2)c1=O	0%	10%	-1%
27	COc1ccc(NC(=O)C[C@@H]2C(=O)N(c3ccc(OC)cc3)CC2(C)C)cc1	-25%	nt	?
28	O=C(Nc1cc(=O)[nH]c(=O)[nH]1)c1cc(Cl)ccc1Cl	3.3µM*	0%	4.1µM*
29	CC(=O)N[C@@H]1C(O[C@H]2O[C@H](C(=O)O)C(O)[C@H](O)[C@H]2O)[C@H](O)[C@@H](CO)O[C@H]1O[C@@H]1C(C(=O)O)O[C@@H](O[C@H]2[C@H](O)[C@@H](CO)OC(O)[C@@H]2NC(C)=O)[C@H](O)[C@H]1O (stereo partly specified)	-2%	-7%	21µM*
30	C=CCNCCCCOc1c(Cl)cc(C)cc1Br	10%	?	10%
31	CCCC1=Nc2cc(C(=O)N3CCC(C(N)=O)CC3)ccc2Sc2ccccc21	-17%	-3%	-11%
32	ON=C(c1ccccc1)c1ccc2c3c(cccc13)CC2	?	nt	18µM*
33	O=c1c(-c2cccs2)nc2cncnc2n1-c1ccccc1	?	-17%	?
34	CCN(C[C@H]1N[C@@](C)(C(=O)OC)[C@H]2C(=O)N(C)C(=O)[C@@H]12)C(=O)Nc1ccc(C(F)(F)F)cc1	-2%	-3%	-5%
35	COc1cc2nc(CN3CCOCC3)n(CC(=O)NCC(F)(F)F)c(=O)c2cc1OC	9%	-6%	9%
36	CCCC1=C(C(=O)OCC)C(c2ccco2)C(C#N)=C(N)O1 (stereo unspecified)	?	-3%	4%
37	COc1ccc(Br)cc1C(=O)NC(=S)Nc1cc(-c2nc3ccccc3[nH]2)ccc1C	?	1%	15µM*
38	NC(=O)C1CCN(C(=O)/C(=C/c2ccccc2)NC(=O)c2ccccc2)CC1	5%	-1%	18%
39	CC1(C)CC(=O)C=C(NCc2ccncc2)C1	-15%	?	2%
40	COc1ccc(C2(CNC(=O)/C=C\c3ccco3)CCCC2)cc1OC	18µM*	-1%	29µM*
41	COC(=O)[C@@]1(Cc2ccccc2)[C@@H]2C(=CC(=O)[C@H]2CC(=O)C(=O)N(C)C)CN1C(=O)c1ccccc1	9.2µM*	0%	8.2µM*
42	NC(N)=NS(=O)(=O)c1ccc(NC(=S)NC(=O)/C=C/c2ccccc2)cc1	-9%	-1%	13%
43	CCCCCCCCCCC1=C(C)C(=O)C(OC)=C(OC)C1=O	-9%[92.5 µM]	-5%&-12%	?
44	CCN1CCN(C(CNS(=O)(=O)c2ccc(C)cc2)c2ccccc2)CC1 (stereo unspecified)	-14%	-9%	9%
45	Cc1ccc(C(=O)Oc2cccnc2)cc1[N+](=O)[O-]	2%	0%	-13%
46	Oc1ccc2ccc3[nH]cnc3c2c1	-26%	-6%	-29%
47	C=CCn1c(O)c(N=NC(=O)CNC(=O)c2ccncc2)c2ccccc21	2%	-9%	6%
48	O=C(COC(=O)c1cccs1)Nc1nnc(-c2ccccc2)o1	?	-5%	-17%
49	C=CCn1c(=S)[nH]c2cc(C(=O)Nc3ccc(OC)c(OC)c3)ccc2c1=O	2%	-14%	?
50	OC(Cc1ccncc1)c1ccccc1Cl (stereo unspecified)	-12%	nt	-8%
51	CCOc1ccccc1C(=O)NCC(=O)Nc1ncccc1C	-10%	-2%	?
52	COc1cc(/C=N/NC(=O)c2cc(O)cc(O)c2)ccc1OC(=O)c1ccccc1	2%	-4%	-6%
53	C#CCOCCOCCOCCNc1nc(N2CCN(C(=O)[C@H]([C@@H](C)CC)n3cc([C@@H](N)Cc4ccc(O)cc4)nn3)CC2)nc(N2CCN(C(=O)[C@H](Cc3cc4ccccc4[nH]3)n3cc([C@@H](N)CC(C)C)nn3)CC2)n1	23µM*	-13%	?
54	COc1ccc(-n2nnnc2SCC(=O)Nc2ccc3c(c2)OCCO3)c(OC)c1	13µM*	1%	23µM*
55	Cc1cc2oc(C(=O)Nc3ccc(S(=O)(=O)Nc4onc(C)c4C)cc3)cc(=O)c2cc1Cl	0%	4%	-4%
56	Cc1cccc(OCCn2nc(C(=O)O)c3ccccc3c2=O)c1	-18%	-2%	-28%

(continued)
entry	mol	TDP1 cell CPT	KAT2A inh	DT40 TDP1 no CPT
57	Cc1nnc(N2CCC(C(=O)NCc3ccc(F)cc3)CC2)c2nn(-c3ccc(Cl)cc3)c(C)c12	16µM*	-5%	?
58	COC(=O)c1sc(N)c(C(=O)OC)c1CSc1nnnn1C	-14%	-5%	-15%
59	Cc1cc(=O)oc2cc(NC(=O)CCC(=O)O)ccc12	2%	-6%	-9%
60	CCCCC(CC)CNC(=O)c1ccc(Cn2c(=O)[nH]c3cc(OC)c(OC)cc3c2=O)cc1 (stereo unspecified)	?	3%	?
61	Cn1c(=O)c2[nH]cnc2n(-c2ccccc2)c1=O	1%	nt	-5%
62	Cc1ccc(NS(=O)(=O)c2c(C(=O)N3CCCCCC3)c(C)n(C)c2C)cc1C	?	-14%	?
63	CCn1c(Cc2ccccc2)nnc1SC(C)C(=O)NC1CC1 (stereo unspecified)	-20%	-5%	-22%
64	CCOC(=O)c1c(C)n(-c2ccccc2)c2ccc(OC(=O)c3ccc(OCC)c(OCC)c3)cc12	?	3%	18µM*
65	O=C(Cc1ccccc1)N1CCC(C(=O)N2CCN(c3ccc(F)cc3)CC2)CC1	?	1%	?
66	Cc1ccc(NC(=S)N(CCCN2CCOCC2)Cc2cccs2)c(C)c1	-4%	2%	-10%
67	Cc1ccc(NC(=O)c2cc(=O)[nH]c3ccccc23)cc1C	-12%	1%	-7%
68	O=C(O)c1ncsc1-c1ccccc1	-14%	0%	15%
69	COc1ccc(Cc2nc3ccc(C(=O)NCC4COCCO4)cc3o2)cc1 (stereo unspecified)	?	-1%	-10%
70	Nc1c(C(=O)NCc2ccco2)c2nc3ccccc3nc2n1CCc1ccccc1	?	?	?
71	Cc1cc(C)n2nc(SCC(=O)N3CCC(C(=O)O)CC3)nc2n1	?	3%	3%
72	Cc1ccc2c(c1)N(CC(=O)N1CCCc3ccccc31)C(=O)CO2	-5%	2%	-26%
73	Cc1cccc(CN2CCCC(C(=O)c3ccc4c5c(cccc35)CC4)C2)n1 (stereo unspecified)	16µM*	-9%	13µM*
74	CCCCNC(=O)C1CCN(S(=O)(=O)c2cc(Br)cc3c2N(C(=O)CC)CC3)CC1	-3%	-1%	-23%
75	CC(NCc1ccccc1O)C12CC3CC(CC(C3)C1)C2 (stereo unspecified)	?	?	?
76	COc1ccc(CN(C)Cc2cc(=O)n3ccsc3n2)c(OC)c1OC	10%	-6%	-21%
77	CN(C)c1cccc2c1c(NC(=O)c1ccc(Cl)cc1)nn2C	0%	?	-13%
78	Cc1ccnc(NC(=O)c2ccc(COc3c(F)c(F)cc(F)c3F)o2)c1	5%	-16%	-18%
79	NC(=O)C1CCN(C(=O)Cc2ccc(-c3ccccc3)cc2)CC1	-1%	-1%	-16%
80	CCOc1ccc(NC(=O)CSc2ccc3ccccc3n2)cc1	6%	-9%	-11%
81	CCOc1cc(/C=C2/NC(=O)N(CC(=O)Nc3cccc(C)c3)C2=O)ccc1OCC(N)=O	-23%	-10%	-20%
82	CN(C)N1C(N)=C(C#N)C(c2ccccc2Cl)C2=C1CCCC2=O (stereo unspecified)	3%	-3%	-8%
83	CS(=O)(=O)N(CC(=O)NC1CCCC1)Cc1ccc(F)cc1	-6%	-2%	-6%
84	O=C(/C=C/c1ccc2c(c1)OCO2)NCc1ccc(F)cc1	-21%	-3%	?
85	CC(C)n1cnnc1SCC(=O)NC(=O)c1ccccc1	?	0%	-1%
86	CCOC(=O)c1c(N2C(=O)C3C4C=CC(O4)C3C2=O)sc2c1CCCC2 (stereo unspecified)	8.2µM*	nt	16µM*
87	Fc1ccc(COc2ccc(Br)cc2CNCc2ccncc2)cc1	?	-6%	?

Compound activity as filed in PubChem BioAssay.
